# Screening results from PubChem.
# EBNA-1 inhibitor – blocks EBNA-1 binding to DNA | EBNA-1 DNA binding, fluorescence polarization | hit rate 0.34% among 300,000 | inhibition, % at 14.8 µM; in the data active = inhibition above about 28%
# LAP4-GFP MLPCN – alters LAP4-GFP fluorescence in TOR pathway yeast screen. S. cerevisiae LAP4-GFP multiplex, flow cytometry GFP, 3 h; median GFP as percent of DMSO wells. GFP response vs DMSO, % at 10 µM. hit rate 0.34% among 320,000. AID 2023;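 active = GFP response vs DMSO above a set limit, about the screen mean plus 3 SD, cut at about 150% in these data; inconclusive = under 70 cell events counted for the yeast strain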
# MEP2-GFP yeast – alters MEP2-GFP fluorescence in TOR pathway yeast screen. S. cerevisiae MEP2-GFP strain, flow cytometry GFP, 3 h; 100% = DMSO control level. GFP response vs DMSO, % at 10 µM. hit rate 0.51% among 330,000. AID 2016;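 active = GFP response versus DMSO above a set limit, roughly screen mean plus 3 SD, cut at about 180% in these data; inconclusive = fewer than 70 cells counted for a yeast strain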;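 also: median GFP fluorescence of the barcode-gated MEP2-GFP cells per well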
# AHR activator – human AHR activation; P35869; AHR-responsive luciferase reporter cells, luminescence; activation, % at 5 µM; hit rate 2.5% among 320,000; in the data active = activation above about 47%;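 also: 0% = vehicle wells and 100% = reference agonist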
# Target sequence (P35869 whole entry, looked up): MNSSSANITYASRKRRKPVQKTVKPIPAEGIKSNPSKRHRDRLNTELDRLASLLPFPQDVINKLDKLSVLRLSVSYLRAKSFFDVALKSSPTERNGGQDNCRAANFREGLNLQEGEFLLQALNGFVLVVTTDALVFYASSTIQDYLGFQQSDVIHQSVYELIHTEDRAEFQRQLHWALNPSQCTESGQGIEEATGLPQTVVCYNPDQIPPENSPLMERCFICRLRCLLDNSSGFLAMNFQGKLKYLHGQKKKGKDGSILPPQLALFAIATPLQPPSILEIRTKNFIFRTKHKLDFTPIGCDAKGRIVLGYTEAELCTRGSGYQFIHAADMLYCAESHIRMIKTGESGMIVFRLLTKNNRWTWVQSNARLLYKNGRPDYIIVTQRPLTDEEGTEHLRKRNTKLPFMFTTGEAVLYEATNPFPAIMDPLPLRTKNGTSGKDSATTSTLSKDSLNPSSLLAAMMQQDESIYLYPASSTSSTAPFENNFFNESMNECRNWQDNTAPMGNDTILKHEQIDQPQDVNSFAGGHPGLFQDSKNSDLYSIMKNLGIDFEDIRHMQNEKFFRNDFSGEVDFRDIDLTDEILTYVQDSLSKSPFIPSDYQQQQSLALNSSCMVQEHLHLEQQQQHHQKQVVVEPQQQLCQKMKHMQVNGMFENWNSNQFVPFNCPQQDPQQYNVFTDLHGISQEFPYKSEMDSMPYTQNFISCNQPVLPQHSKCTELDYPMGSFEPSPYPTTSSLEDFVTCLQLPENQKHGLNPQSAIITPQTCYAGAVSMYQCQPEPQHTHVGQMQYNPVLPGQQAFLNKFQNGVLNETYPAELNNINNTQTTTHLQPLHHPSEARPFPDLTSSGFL
# RPL19A-GFP yeast – alters RPL19A-GFP fluorescence in TOR pathway yeast screen | S. cerevisiae RPL19A-GFP strain, flow cytometry, 3 h; active compounds read low | percent response vs DMSO, % at 10 µM | hit rate 0.3% among 330,000;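 active = percent response vs DMSO below 50%; inconclusive = fewer than 70 events counted for the yeast strain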;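 also: median channel GFP fluorescence of the barcoded RPL19A-GFP strain; ratio of sample median GFP to plate DMSO average so 100% = DMSO; lower means less RPL19A-GFP as with rapamycin TOR inhibition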
# procasp3 activ – activates human procaspase-3 | P42574 | recombinant procaspase-3 D3A, Ac-DEVD-pNA absorbance 405 nm | activation, % at 8.5 µM | hit rate 0.11% among 330,000;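 active = activation above the mean of all tested compounds plus 3 SD, cut at about 21% in these data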;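 also: 0% = DMSO alone and 100% = DMSO wells spiked with extra 5 µM PC-3 D3A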
#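 Compound: 8.5 µM single point, 0.8% DMSO / Material: Autoprocessing-dead procaspase-3 D3A mutant enzyme / Timing: 1 h preincubation plus 2 h reaction at 25 °C / Medium: Zinc-free HEPES/NaCl buffer with 0.01% Triton X-100 at pH 7.4 / Technique: 405 nm absorbance of p-nitroaniline, reads at 0 and 120 min / Repeats: one well per compound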
# ZTA counter – counter-screen for EBNA-1 inhibitors: inhibitors of Epstein-Barr virus ZTA. AID 2234. inhibition, % at 11 µM. P03206. ZTA-DNA binding, fluorescence polarization. hit rate 0.15% among 320,000; in the data active = inhibition above about 33%
# procasp7 counter – counter-screen for procaspase-3 activators: activators of human procaspase-7 | recombinant procaspase-7, Ac-DEVD-pNA absorbance 405 nm; D23A/D198A/D206A triple mutant, cannot self-cleave; scale: DMSO 0, 5 µM enzyme 100 | activation, % at 8.5 µM | hit rate 0.093% among 330,000;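 active = percent activation above the screen-wide mean plus 3 SD, cut at about 25% in these data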
#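 Test system: Procaspase-7 triple mutant (PC-7 D3A). Also added: Ac-DEVD-pNA substrate, 400 µM as added. Schedule: 1 h enzyme–compound preincubation and 2 h substrate reaction, both 25 °C. Signal: p-Nitroaniline absorbance at 405 nm, read at 0 and 120 min. Control set: low DMSO alone, high DMSO plus 5 µM PC-7.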
# * hit, by the source's call; ? = inconclusive; nt = no result given.
(1) COc1ccc(/C=C2\N=C(c3c(-c4ccccc4)noc3C)OC2=O)cc1OC
(2) O=C(C1=C(O)C(=O)N(CC2CCCO2)C1c1ccccc1F)c1ccco1 (stereo unspecified)
(3) Cc1ccc(C)c(NC(=S)N/N=C2/CCCCc3ccccc32)c1
(4) Cc1c(CC(=O)NCCC(C)C)c(=O)oc2cc3c(cc12)CCC(C)(C)O3
(5) CCOC(=O)c1c(C)[nH]c(C)c1S(=O)(=O)NCCN1CCN(c2cc(Cl)ccc2C)CC1
(6) COc1ccc(CC(=O)Nc2nc(-c3cc(OC)ccc3OC)cs2)cc1
(7) CCC(=O)NNC(=O)c1c(O)c2ccccc2[nH]c1=O
(8) CC(=O)Nc1ccc(C(=O)NCCCOC(C)C)cc1
(9) N#Cc1ccc(S(=O)(=O)N2CCN(Cc3cccs3)CC2)cc1
(10) CN1C(=O)c2ccc(C(=O)Nc3nccs3)cc2C1=O

compound no.,1,2,3,4,5,6,7,8,9,10
EBNA-1 inhibitor,5,4,-1,-6,-5,2,-1,-9,nt,10
LAP4-GFP MLPCN,93,97,97,86,94,111,98,114,99,101
MEP2-GFP yeast,95,105,98,106,98,100,93,103,98,103
AHR activator,-2,2,23,6,4,-16,32,-1,1,7
RPL19A-GFP yeast,96,103,99,108,96,91,98,102,97,98
procasp3 activ,3,-4,-9,-4,5,-1,7,0,6,-2
ZTA counter,12,9,12,-18,-9,-9,0,9,0,11
procasp7 counter,2,0,-16,6,0,2,10,12,0,0

(11) Cc1ccc(S(=O)(=O)N2CCC(=O)N(CCOCc3cccc(C)c3)CC2)cc1
(12) Cc1cc(-c2nnc(CCC(=O)N(C)C(C)c3cccs3)o2)no1 (stereo unspecified)
(13) N#C/C(=C/c1ccc([N+](=O)[O-])cc1)C(=O)Nc1ccccc1O
(14) Cc1nn(CC(=O)Nc2c(F)c(F)cc(F)c2F)c(=O)c2cccn12
(15) Cc1cc(C)c2nc(N3CCC(C(=O)NCc4cccnc4)CC3)sc2c1
(16) CN1CCN(C(=O)c2ccccc2NC(=O)c2ccc(C(C)(C)C)cc2)CC1
(17) CCc1oc(C(=O)O)cc1COC
(18) NC(=O)CN1CCOCCOCCN(CC(N)=O)CCOCCOCC1
(19) CC(NCC(=O)Nc1ccccc1C(=O)NC1CC1)c1ccc(S(N)(=O)=O)cc1 (stereo unspecified)
(20) N#CCC(=O)Nc1ccc(C(=O)OCC(=O)c2c[nH]c3ccccc23)cc1

compound no.,11,12,13,14,15,16,17,18,19,20
EBNA-1 inhibitor,1,0,-1,-24,-5,-10,2,1,nt,nt
LAP4-GFP MLPCN,110,113,98,93,94,91,96,108,101,85
MEP2-GFP yeast,91,96,91,92,100,107,98,115,101,88
AHR activator,2,3,68*,3,5,8,-1,-1,0,20
RPL19A-GFP yeast,101,99,103,99,106,106,96,100,100,100
procasp3 activ,3,5,5,13,1,-4,0,5,4,7
ZTA counter,13,2,3,-17,9,-5,6,-5,5,nt
procasp7 counter,1,1,-8,-8,13,-2,4,0,5,-4

(21) O=C(NCc1ccc(Cl)cc1)c1ccc(-c2ccccc2C(F)(F)F)o1
(22) O=C(CCC1CCCCC1)NCCN1C2=NC[C@H](Cc3ccc(O)cc3)N2C[C@H]1Cc1ccc(O)cc1
(23) Cc1occc1C(=O)NNC(=O)Nc1ccc(Cl)c(Cl)c1
(24) Cc1ccc(S(=O)(=O)N2CCCOC2CNC(=O)C(=O)NCc2ccncc2)cc1 (stereo unspecified)
(25) O=C(NCc1ccco1)c1ccc(Cn2c(=O)c3ccccc3n(Cc3ccc(Cl)cc3)c2=O)cc1
(26) Cn1c(SCC(=O)N2CCCc3ccccc32)nnc1-c1cccs1
(27) O=c1[nH]c(=S)[nH]c2nc(-c3cccs3)cc(C(F)(F)F)c12
(28) CCN(CC)CCNC(=O)c1cc2ccccc2nc1Cl
(29) CCc1ccc(S(=O)(=O)N2CC(=O)Nc3ccccc32)cc1
(30) COc1ccc(C2C=C(c3ccc(Br)cc3)Nc3nc(NS(C)(=O)=O)nn32)cc1 (stereo unspecified)

compound no.,21,22,23,24,25,26,27,28,29,30
EBNA-1 inhibitor,2,0,10,-12,-3,-2,2,-6,1,-1
LAP4-GFP MLPCN,127,nt,103,84,91,95,99,95,96,100
MEP2-GFP yeast,89,nt,105,87,94,98,104,107,98,102
AHR activator,3,2,3,6,5,1,13,2,-1,0
RPL19A-GFP yeast,91,nt,105,100,93,100,98,95,98,97
procasp3 activ,5,4,9,17,-2,3,0,4,0,-4
ZTA counter,9,-10,1,-4,7,-1,-2,-17,7,-13
procasp7 counter,-4,11,5,1,7,12,-2,7,-1,-2

(31) Cc1ccc(C(=O)NCCCC(=O)O)o1
(32) CC(=O)c1ccc(NC(=O)Cn2nc(C)c([N+](=O)[O-])c2C)cc1
(33) Cc1ccc(S(=O)(=O)Nc2cc3c4c(c2)CC(=O)N4CCC3)cc1
(34) COC(=O)NCC12CC3CC(C1)CC(CNC(=O)OC)(C3)C2
(35) COc1ccc(C2NN=C(c3ccc(C)cc3)S2)cc1OC (stereo unspecified)
(36) CN1C(=O)/C(=C/c2cc3c(cc2Br)OCO3)NC1=S
(37) O=C(NCc1ccccc1)c1cnsn1
(38) CCC1CCc2sc(C(=O)N(C)CC(=O)Nc3cccc(OC)c3)cc2C1 (stereo unspecified)
(39) CC(=O)Nc1ccc(OS(=O)(=O)c2ccc([N+](=O)[O-])cc2)cc1
(40) CC(NC(=O)COC(=O)C1CCC1)c1ccccc1 (stereo unspecified)

compound no.,31,32,33,34,35,36,37,38,39,40
EBNA-1 inhibitor,10,-1,10,-6,8,-4,3,nt,-2,9
LAP4-GFP MLPCN,99,99,89,94,99,89,103,104,97,101
MEP2-GFP yeast,98,106,100,97,97,95,104,100,99,103
AHR activator,0,0,14,-4,28,5,2,1,4,1
RPL19A-GFP yeast,99,101,93,93,96,91,102,98,100,101
procasp3 activ,-1,4,-3,5,7,-6,-1,-4,5,0
ZTA counter,4,7,-13,-22,12,-4,-4,6,11,4
procasp7 counter,6,4,-1,-1,-2,4,1,8,-2,17

(41) CCC(C)N(C(=O)COC(=O)C1CCN(S(=O)(=O)c2ccc(C)c(C)c2)CC1)C1CCS(=O)(=O)C1 (stereo unspecified)
(42) CC(c1ccco1)N(C(=O)c1ccc(S(=O)(=O)N2CCCCC2)cc1)c1ccccn1 (stereo unspecified)
(43) CC(C)Nc1nnc(SCC(=O)N2CCN(C(=O)c3ccco3)CC2)s1
(44) COc1cccc(/C=N/NC(=O)CN(CCc2ccccc2)S(=O)(=O)c2ccc(NC(C)=O)cc2)c1
(45) CC(=O)c1ccc(N2CCN(C(=O)Nc3ccc(Cl)cc3)CC2)cc1
(46) O=C(CSc1nc2cccnc2n1Cc1ccccc1)NCc1ccco1
(47) Cc1ccc(-c2nc(C3CCCN(S(=O)(=O)c4ccc(C)cc4)C3)no2)cc1 (stereo unspecified)
(48) CC(C(=O)Nc1ccccc1-c1ccccc1)N1CCOCC1 (stereo unspecified)
(49) CCOC(=O)CN/C=C(\C#N)c1ccccc1
(50) C/C=C(/C)C(=O)Nc1cccc(C2=NOC3(C2)C[C@@H](C(N)=O)N(C(=O)CCCCC)C3)c1 (stereo partly specified)

compound no.,41,42,43,44,45,46,47,48,49,50
EBNA-1 inhibitor,0,2,nt,-8,-1,-6,4,-1,-11,11
LAP4-GFP MLPCN,95,103,115,86,91,?,120,100,99,103
MEP2-GFP yeast,104,106,109,77,98,?,115,109,104,86
AHR activator,4,-1,1,6,-3,2,-2,-2,-3,1
RPL19A-GFP yeast,96,99,106,100,93,?,108,95,107,99
procasp3 activ,-15,11,-1,-1,15,4,2,-1,-2,-5
ZTA counter,0,-7,-17,-2,10,0,-5,12,0,-15
procasp7 counter,11,13,-4,2,3,-12,-11,5,-5,7

(51) Cc1ccc(CN(C)C(=O)c2cccc(S(=O)(=O)N3CCc4ccccc4C3)c2)o1
(52) O=C(CNC(=O)c1ccc(Cl)cc1)Nc1ccc(S(=O)(=O)Nc2ncccn2)cc1
(53) Cn1c(=O)c2c(nc(N3CCCC3)n2C)n(C)c1=O
(54) Cc1cc2ncn(CC(O)COc3cccc(C(=O)O)c3)c2cc1C (stereo unspecified)
(55) CN1CCCC(CC2Oc3ccccc3Sc3ccccc32)C1 (stereo unspecified)
(56) N#C/C(=C(/O)CCl)c1nnc2n1CCCCC2
(57) COc1ccc(OC)c(/C=N/N=C2\SCC(=O)N2Cc2ccco2)c1
(58) Cc1ccc(Cn2cccc(NC(=O)c3ccco3)c2=O)cc1
(59) CN(C)S(=O)(=O)c1cccc(NC(=S)NC23CC4CC(CC(C4)C2)C3)c1
(60) Cc1[nH]n(-c2ccccc2)c(=O)c1C(c1cccc([N+](=O)[O-])c1O)c1c(C)[nH]n(-c2ccccc2)c1=O
(61) O=C(N/N=C/c1cccs1)c1ccc2ccccc2c1
(62) Cc1ccc(-c2nnc(N3CCOCC3)c3ccccc23)cc1S(N)(=O)=O

compound no.,51,52,53,54,55,56,57,58,59,60,61,62
EBNA-1 inhibitor,nt,1,-10,8,-11,9,6,-5,7,0,-6,-5
LAP4-GFP MLPCN,91,95,89,100,93,99,101,107,102,96,93,95
MEP2-GFP yeast,91,101,107,105,94,103,106,96,108,109,95,94
AHR activator,3,0,1,-1,0,0,40,3,0,19,13,2
RPL19A-GFP yeast,95,107,101,98,99,100,106,95,97,101,104,96
procasp3 activ,2,-4,-2,6,4,-6,8,-2,3,1,8,-2
ZTA counter,-10,-10,-1,0,-5,-1,8,-13,-1,-15,-3,3
procasp7 counter,-3,4,-3,2,2,6,-9,1,4,-22,-10,-6
